Compound activity (PubChem BioAssay)
DNMT1 inh: human DNMT1 methyltransferase inhibitors, primary screen, biochemical, molecular beacon, fluorescence, HinP1I cleavage, uHTS | inhibition (reported as % activation of signal), % at 10 µM | 360,000 tested, 0.83% active; in the data active = inhibition above about 50%
NadD block: inhibitors of S. aureus NadD, primary screen, biochemical, colorimetric, uHTS; Nicotinate-nucleotide adenylyltransferase NadD (Staphylococcus aureus N315); purified NadD enzyme, colorimetric absorbance read-out; inhibition, % at 20 µM; 360,000 tested, 0.78% active; in the data active = inhibition above about 26%; also: some compounds past the cut are filed as inactive
NRP1-CendR mod: modulators of CendR peptide binding to NRP-1, primary screen, biochemical, fluorescence polarization, uHTS | Neuropilin-1 (Homo sapiens), O14786 | FAM-RPARPAR peptide binding to NRP-1 | inhibition, % at 25 µM | 360,000 tested, 0.85% active | AID 602438, 2012;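 active = inhibition or corrected inhibition above about 18%, plus a signal ratio from 0.5 to 1.5, limit read from the data, passing the limit was not always enough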; also: strong numbers were not always called active
Scp1 inh: Scp-1 phosphatase inhibitors, primary screen, biochemical, colorimetric, uHTS. Carboxy-terminal domain RNA polymerase II polypeptide A small phosphatase 1 (Homo …. Recombinant Scp1, phosphopeptide, malachite green phosphate absorbance. inhibition, % at 20 µM. 340,000 tested, 0.88% active. AID 493091, 2011;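 active = inhibition above about 50% at 20 µM, limit read from the data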;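 also: plate controls were DMSO wells with enzyme for no effect and wells lacking enzyme for full effect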
Target sequence (Q9GZU7 76-261 limits assumed): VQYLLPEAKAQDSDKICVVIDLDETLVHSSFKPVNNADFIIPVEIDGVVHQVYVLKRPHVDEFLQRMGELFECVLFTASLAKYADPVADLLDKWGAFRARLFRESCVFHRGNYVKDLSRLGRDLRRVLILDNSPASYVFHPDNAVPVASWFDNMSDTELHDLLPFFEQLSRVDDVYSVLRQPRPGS
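Times: enzyme reaction 45 min at room temperature, colour 5 min, stabilisation 30 min. Material: SCP-1 catalytic fragment, aa 76-261. Medium: Acidic Tris acetate buffer with magnesium and detergent. Signal: colorimetric free-phosphate detection, absorbance 630 nm. Read-out basis: % inhibition of SCP-1 phosphate liberation. Reagent: Phosphorylated 17-residue peptide substrate.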
Neddyl block: inhibitors of cullin neddylation, primary screen, biochemical, TR-FRET, uHTS, NAE and Ubc12; NEDD8-conjugating enzyme Ubc12 (Homo sapiens) + NEDD8-activating enzyme E1 regulatory …; calls only at 25 µM; 360,000 tested, 0.58% active; AID 651699, 2012; in the data active = inhibition above about 36%
SKN-1 inh: suppressors of acrylamide-induced Pgst-4::GFP reporter in worms, primary screen, SKN-1 inhibitor project, whole organism, uHTS, GFP/RFP fluorescence ratio, strain VP596; C. elegans VP596 Pgst-4::GFP/RFP ratio, 24 h; inhibition, % at 21.8 µM; 360,000 tested, 0.49% active;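 active = interference check ratio from 0.5 to 1.5 plus GFP to RFP signal ratio inhibition reaching or exceeding a fixed threshold, cut at about 30% in these data, passing the limit was not always enough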; also: some compounds called inactive have numbers as strong as hits
SUMO1-SIM PPI: modulators of SUMO1 protein-protein interactions, primary screen, biochemical, uHTS | Small ubiquitin-related modifier 1 (Homo sapiens), P63165 | SUMO1 binding to a labelled peptide, TR-FRET, 1 h | inhibition, % at 20 µM | 360,000 tested, 0.33% active; in the data active = inhibition above about 37%
Target sequence (P63165 whole entry, looked up): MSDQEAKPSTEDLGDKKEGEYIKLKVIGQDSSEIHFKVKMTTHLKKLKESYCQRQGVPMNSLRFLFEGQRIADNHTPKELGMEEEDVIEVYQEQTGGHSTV
LMPTP inh: LMPTP phosphatase inhibitors, primary screen, biochemical, fluorescence intensity, uHTS; Low molecular weight phosphotyrosine protein phosphatase (Homo sapiens), P24666; recombinant LMPTP-A, OMFP fluorogenic substrate; inhibition, % at 20 µM; 360,000 tested, 0.22% active; AID 651560, 2012;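 active = compounds that cut the enzyme signal by at least half of the control window in the single-dose screen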;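 also: plate controls were DMSO wells with enzyme plus substrate for no effect and substrate without enzyme for full effect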
Target sequence (P24666 whole entry, looked up): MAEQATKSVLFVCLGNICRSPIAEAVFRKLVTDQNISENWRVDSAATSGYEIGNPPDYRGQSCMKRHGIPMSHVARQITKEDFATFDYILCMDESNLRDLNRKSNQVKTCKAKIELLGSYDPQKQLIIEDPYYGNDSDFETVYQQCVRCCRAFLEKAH
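Test system – LMPTP-A phosphatase enzyme · Quantity – 0.625 nM LMPTP-A final · Reagent – OMFP substrate, 400 µM final · Dosing – one test concentration per compound, 20 µM, with 3% DMSO overall · Timing – 50 min enzyme reaction at room temperature, protected from light · Detection – fluorescence intensity · Controls – substrate-only low control, DMSO enzyme-plus-substrate high control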
Tb MetRS inh: T. brucei MetRS inhibitors, primary screen, biochemical, luminescence; methionyl-tRNA synthetase (Trypanosoma brucei brucei); purified T. brucei MetRS, ATP depletion, Kinase-Glo luminescence; inhibition, % at 11.9 µM; 360,000 tested, 0.4% active;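 active = inhibition above a per-plate cutoff of the control wells' mean inhibition plus 3 SD, cut at about 5.5% in these data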;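 also: 0% = DMSO wells median and 100% = median of wells with control inhibitor compound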
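Material: parasite MetRS enzyme / Replication: singlicate, one well per compound / Signal: luminescence of leftover ATP / Schedule: 2 h aminoacylation at 25 °C after 15 min preincubation / Medium: HEPES-MgCl2-KCl buffer plus DTT, spermine, BSA, pyrophosphatase / Doses: 11.9 µM single point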
STEP inh: STEP phosphatase inhibitors, primary screen, biochemical, fluorescence intensity, uHTS | Tyrosine-protein phosphatase non-receptor type 5 (Homo sapiens), P54829 | recombinant STEP, OMFP fluorogenic substrate | inhibition, % at 20 µM | 360,000 tested, 0.25% active | AID 588621, 2011;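 active = inhibition at 20 µM, scaled per plate between control wells, above about 37%, limit read from the data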;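 also: 0% = DMSO with enzyme and substrate and 100% = substrate only without enzyme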
Target sequence (P54829 whole entry, looked up): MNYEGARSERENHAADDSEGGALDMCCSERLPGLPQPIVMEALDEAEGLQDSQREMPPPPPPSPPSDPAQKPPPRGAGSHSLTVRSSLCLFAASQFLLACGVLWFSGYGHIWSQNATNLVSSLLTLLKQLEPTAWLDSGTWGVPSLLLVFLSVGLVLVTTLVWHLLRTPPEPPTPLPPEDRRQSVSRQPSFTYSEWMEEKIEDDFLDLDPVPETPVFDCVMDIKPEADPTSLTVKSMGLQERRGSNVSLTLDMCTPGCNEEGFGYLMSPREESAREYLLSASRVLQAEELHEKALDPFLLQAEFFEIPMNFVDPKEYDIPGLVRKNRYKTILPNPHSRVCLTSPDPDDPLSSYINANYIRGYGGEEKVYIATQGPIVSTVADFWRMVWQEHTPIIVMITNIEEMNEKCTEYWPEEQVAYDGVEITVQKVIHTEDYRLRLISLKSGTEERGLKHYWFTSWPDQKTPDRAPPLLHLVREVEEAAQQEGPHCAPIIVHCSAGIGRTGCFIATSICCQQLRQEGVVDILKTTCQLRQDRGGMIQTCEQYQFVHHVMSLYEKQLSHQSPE
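Material: STEP (striatal-enriched tyrosine phosphatase) enzyme, cell-free; Compound dosing: 20 µM single dose in 1% DMSO; Technique: fluorescence read at 480 nm ex / 540 nm em; Times: reaction 20 min, ambient temperature; Medium: 50 mM Bis-Tris pH 6.0 with 2.5 mM DTT and 0.005% Tween 20; Also added: OMFP at 25 µM.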
* hit, by the source's call; i = inactive; x = not tested or not shown. The order is random (roughly 4.6% active in at least one column).

SMILES	DNMT1 inh	NadD block	NRP1-CendR mod	Scp1 inh	Neddyl block	SKN-1 inh	SUMO1-SIM PPI	LMPTP inh	Tb MetRS inh	STEP inh
COc1cc(NC(=O)COC(=O)/C=C/c2ccccc2Cl)cc(OC)c1	-7.2	-10.8	-0.5	-12.2	i	0.2	-6.2	3.6	-0.2	-1.7
O=C(NCc1ccc(F)cc1)C(c1ccc(Cl)cc1)N(C(=O)c1csnn1)C1CC1 (stereo not drawn)	1.5	-3.5	4.4	-10.1	i	-7.8	-4.3	-1.1	0.4	-0.6
CCOC(=O)CCCCCC(=O)Nc1ccc2c(c1)C(=O)N([C@H](C)CO)C[C@@H](C)[C@@H](CN(C)C(=O)CCC(F)(F)F)OCCCC[C@H](C)O2	4.5	1.7	0.9	x	i	-18.7	0.8	-1.8	0.1	0.0
O=C(NCCN1CCOCC1)c1ccc(CS(=O)(=O)c2ccc(Br)cc2)o1	2.0	-3.1	-5.6	-4.2	i	8.8	5.6	-1.6	0.3	-2.2
CC1(C)Cc2cccc(OCC(=O)OCC(=O)NCc3ccccc3)c2O1	4.0	-5.1	-2.9	-7.8	i	7.3	3.0	0.2	-0.3	-0.6
Cc1ccc2cccc(S(=O)(=O)n3nc(C)cc3C)c2n1	-3.9	0.3	3.6	-6.1	i	-12.9	0.7	-0.5	0.0	-5.0
Cc1ccccc1N(C(=O)c1ccccn1)C(C(=O)NCc1ccccc1)c1cccnc1 (stereo not drawn)	1.2	-6.7	6.4	0.7	i	21.0	-5.6	-1.2	-0.3	-2.1
NCCCC[C@@H]1NC(=O)[C@H](CCC(=O)O)NC(=O)c2cc([N+](=O)[O-])cc(I)c2NCC[C@@H](C(N)=O)NC1=O	4.2	-0.7	-7.4	0.6	i	-5.2	-6.4	-2.4	-0.1	1.6
COC(=O)c1c(C)nc2c(c(SC)nn2-c2ccccc2)c1N	-10.1	-0.7	4.5	5.6	i	-8.8	-2.0	3.4	0.1	-0.2
N#Cc1c(Cl)cccc1N1CCSCC1	-2.0	1.7	3.5	x	i	4.6	-2.4	0.4	-1.3	1.1
O=C(Nc1ccc(F)cc1F)c1ccc(COc2c(F)c(F)cc(F)c2F)o1	-1.2	-4.7	6.2	-3.0	i	2.8	-1.7	0.6	0.2	-0.5
O=C(NCc1cccnc1)c1ccc(CN2CCc3ccccc3C2)cc1	-11.1	-1.8	-6.2	-14.6	i	-2.8	-4.4	0.2	0.0	-3.4
COc1ccc(C(=O)OCC(=O)Nc2ccc([N+](=O)[O-])cc2OC)c(O)c1	28.0	6.8	-6.0	-4.0	i	-3.4	-0.2	0.6	-0.2	-0.7
COc1ccc(C(NC(=O)c2c(F)c(F)c(F)c(F)c2F)c2ccccc2)cc1 (stereo not drawn)	0.8	-2.6	-8.9	-4.1	i	-2.4	3.2	1.0	0.7	2.2
COc1cc(/C=N/n2c(C3CCCCC3)n[nH]c2=S)cc(Br)c1O	0.8	5.1	7.8	-6.5	i	12.9	0.1	-1.1	-0.5	-1.8
O=c1[nH]cnc2c1ncn2-c1ccc(N(CCO)CCO)cc1	-0.1	-3.1	5.0	4.7	i	0.8	-19.1	-2.5	-0.4	-3.3
CC1=C(C#N)C(c2cccnc2)C2=C(N1)c1ccccc1C2=O (stereo not drawn)	0.3	-5.5	2.6	-2.6	i	-15.6	-8.3	-0.3	-0.7	1.8
COc1ccc(C(=O)Nc2ccc(S(=O)(=O)N3CCCCC3C)cc2)c(OC)c1OC (stereo not drawn)	-3.6	-7.7	-10.6	-9.8	i	1.0	13.1	0.8	-0.2	2.5
Cc1cc(C(=O)COC(=O)c2cccn2C)c(C)n1Cc1ccco1	3.9	0.4	8.1	-7.0	i	8.3	-0.9	5.0	0.3	2.5
CCOC(=O)C1=C(C)NC(C)=C(C(=O)OCC)C1C(=O)OCC(=O)N1CCc2ccccc21	-2.7	0.3	9.3	-12.1	i	-4.5	1.9	-1.1	-0.4	-2.5
CN(c1ccc(OCC(=O)OCC(=O)Nc2cccc([N+](=O)[O-])c2)cc1)S(=O)(=O)c1ccc(F)cc1	-4.3	-7.6	3.4	-19.2	i	-4.1	-7.9	1.7	-0.5	-3.0
C#CCOCCOCCOCCNc1nc(N2CCN(C(=O)C([C@@H](C)CC)n3cc(C(N)Cc4ccc(O)cc4)nn3)CC2)nc(N2CCN(C(=O)[C@H](CCC(=O)O)n3cc(C(N)[C@H](C)CC)nn3)CC2)n1 (stereo partly drawn)	1.8	-0.3	11.6	-4.9	i	22.8	0.5	-2.3	-0.3	-0.9
Cn1c(CCN2CCOCC2)nc2cc(NC(=O)COc3ccc(Cl)cc3)ccc21	-1.5	-1.7	7.5	-12.1	i	7.9	-1.5	2.6	-0.5	1.1
Cc1cc(O)c2c(c1)CC1C3CCC4CC(=O)CCC4(C)C3CC(=O)C21C (stereo not drawn)	-3.0	0.3	8.4	-6.7	i	-12.4	4.6	1.4	0.5	7.6
CC[C@H](C)[C@H](NC(N)=O)C(=O)Nc1ccc(NC(C)=O)cc1	3.7	-1.4	3.8	-4.3	i	15.2	10.0	-0.6	0.5	2.6
CCCc1cc(=O)[nH]c(/N=C(/NC(=O)C(C)N2C(=O)c3ccccc3C2=O)Nc2ccccc2)n1 (stereo not drawn)	2.3	3.4	-9.3	-2.2	i	-13.5	-1.0	1.1	-1.1	1.8
COc1ccc(NC(=O)C(=O)N2N=C3CCCCC3C2(O)C(F)(F)F)cc1 (stereo not drawn)	-1.6	3.7	5.6	-5.7	i	-7.1	2.1	-2.6	-0.4	2.2
COC(=O)C1CC(c2ccccc2)N(c2ccccc2)O1 (stereo not drawn)	1.2	-3.5	-5.3	x	i	6.8	3.6	-0.7	0.0	-1.0
C/C=C/C=C(/NC(=O)c1ccccc1)C(=O)Nc1ccccc1	1.4	1.0	4.7	-5.0	i	-2.6	-8.3	-0.6	-0.6	-1.5
COCCN(CC(=O)Nc1cccc(C)c1C)C(=O)/C=C/c1ccc2c(c1)OCCO2	2.2	-4.1	-14.9	x	i	11.6	3.6	-1.1	-0.2	-0.9

By substructure: the entries above with a cyano group
SMILES	DNMT1 inh	NadD block	NRP1-CendR mod	Scp1 inh	Neddyl block	SKN-1 inh	SUMO1-SIM PPI	LMPTP inh	Tb MetRS inh	STEP inh
N#Cc1c(Cl)cccc1N1CCSCC1	-2.0	1.7	3.5	x	i	4.6	-2.4	0.4	-1.3	1.1
CC1=C(C#N)C(c2cccnc2)C2=C(N1)c1ccccc1C2=O (stereo not drawn)	0.3	-5.5	2.6	-2.6	i	-15.6	-8.3	-0.3	-0.7	1.8

The list goes on.
SMILES	DNMT1 inh	NadD block	NRP1-CendR mod	Scp1 inh	Neddyl block	SKN-1 inh	SUMO1-SIM PPI	LMPTP inh	Tb MetRS inh	STEP inh
Cn1c(=O)[nH]c(=O)c2c1nc(SCC(O)CCl)n2Cc1ccccc1 (stereo not drawn)	1.0	3.3	6.6	3.0	i	18.1	-1.2	-0.6	-0.9	0.9
Cc1ccc(S(=O)(=O)N2CCOCC2)cc1NC(=O)CNCc1ccccc1Cl	0.0	0.1	4.4	1.3	i	11.5	-5.9	0.0	-0.7	-2.5
Cc1c(NC(=O)Nc2cccs2)cccc1[N+](=O)[O-]	-10.9	-7.9	-13.0	-3.5	i	5.6	-0.3	-0.3	0.5	-0.1
COc1cc(C(C)=O)ccc1Oc1ncnc2c1cnn2-c1cccc(Cl)c1	0.9	-2.5	-1.7	-14.2	i	-6.9	0.5	0.8	0.1	-3.0
CCCc1ncc(C[n+]2ccccc2C)c(N)n1	0.5	7.5	-2.2	-14.5	i	3.0	-21.2	-0.7	-1.0	-0.4
CCc1ccc(Nc2ncnc3nc[nH]c23)cc1	0.1	0.9	-0.4	-2.9	i	3.8	1.0	1.1	0.4	0.5
CSC(=NS(=O)(=O)c1ccccc1)NNC(=O)c1c(-c2c(Cl)cccc2Cl)noc1C	-2.5	1.2	5.4	x	i	4.6	6.2	0.1	-1.0	4.4
CCCCCCC1C(C#N)=C(N)OC2=C1C(=O)CCC2 (stereo not drawn)	1.2	4.7	-12.4	0.3	i	9.6	3.5	1.3	-0.1	-0.1
CC#CCN(CC#CC)S(=O)(=O)c1ccc(-n2cnnn2)c(OC)c1	3.5	-1.7	2.8	-10.8	i	-0.4	-0.7	-1.7	-0.1	-0.8
Fc1cccc(NC(=S)NCCc2ccccc2)c1	5.3	-3.9	-11.4	-3.7	i	7.7	1.7	-0.9	-0.6	0.3
O=C(Nc1cccc(Cl)c1)Nc1cc(S(=O)(=O)N2CCCCC2)ccc1Cl	-12.6	2.8	3.3	-15.2	i	-2.7	2.8	3.0	-0.3	-0.5
Cc1nc2ccc(S(=O)(=O)NCC(=O)N3CCCCC3)cc2s1	3.2	2.5	-3.8	-1.9	i	7.4	1.5	-1.4	0.0	2.1
CCOC(=O)NC(=S)Nc1cccc(C)n1	-2.1	-2.3	-2.1	x	i	26.1	-2.5	-2.2	0.1	-0.5
COc1ccc(OC)c(NC(=O)Cn2c(C)nc3ccccc3c2=O)c1	-1.1	3.9	11.7	-8.0	i	6.2	1.6	-0.9	0.1	1.6
O=C(NC(=O)c1c(F)cccc1F)O/N=C1\CCCc2occc21	2.9	-6.0	0.0	-2.2	i	-8.0	2.4	-1.5	-0.7	-2.2
Cc1ccc(NC(=O)C2=CCN(S(=O)(=O)c3ccc(F)cc3)CC2)c(C)c1	2.7	-4.2	0.7	-12.2	i	-0.2	10.3	-0.6	0.1	3.1
COc1ccc(S(=O)(=O)Cc2ccc(C(=O)NCCCN(C)c3ccccc3)o2)cc1	-6.7	4.7	-0.4	-0.1	i	7.8	-4.9	0.0	0.2	1.3
